Assay outcomes from PubChem.
FBW7 activator – human FBW7 E3 ligase activation, primary screen; normalized activity (activation), % at 26.1 µM; AlphaScreen FBW7–phospho-cyclin E peptide binding, activator screen; Q969H0; 0.13% of 650,000 active; in the data active means normalized activity above about 1.9%;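 further: purified mutant Fbw7 with reduced substrate affinity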
GPR151 ag – activates the human receptor GPR151; AID 1508602; Q8TDV0; PathHunter beta-arrestin GPR151 cells, luminescence; 1% of 650,000 active; activation, % at 11.2 µM; in the data active means activation above about 4.9%;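 further: 0% = median of compound wells and 100% = cells with positive control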
Target sequence (Q8TDV0 whole entry, looked up): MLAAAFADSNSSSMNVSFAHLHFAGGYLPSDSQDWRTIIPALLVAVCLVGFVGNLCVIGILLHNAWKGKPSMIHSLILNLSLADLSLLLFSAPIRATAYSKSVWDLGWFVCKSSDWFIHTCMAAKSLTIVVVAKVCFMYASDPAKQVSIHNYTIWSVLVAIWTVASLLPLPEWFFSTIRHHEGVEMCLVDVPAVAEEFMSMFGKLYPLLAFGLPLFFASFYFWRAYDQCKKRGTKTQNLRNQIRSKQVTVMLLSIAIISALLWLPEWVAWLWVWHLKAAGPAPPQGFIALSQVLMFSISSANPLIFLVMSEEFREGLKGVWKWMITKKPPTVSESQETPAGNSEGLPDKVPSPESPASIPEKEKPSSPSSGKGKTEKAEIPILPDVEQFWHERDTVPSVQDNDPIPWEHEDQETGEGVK
MITF primary – blocks human microphthalmia-associated transcription factor; O75030; AlphaScreen MITF homodimerization, bead proximity signal; inhibition, % at 2.6 µM; 0.91% of 650,000 active; in the data active means inhibition above about 50%;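 further: 0% = vehicle wells with protein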
Target sequence (O75030 whole entry, looked up): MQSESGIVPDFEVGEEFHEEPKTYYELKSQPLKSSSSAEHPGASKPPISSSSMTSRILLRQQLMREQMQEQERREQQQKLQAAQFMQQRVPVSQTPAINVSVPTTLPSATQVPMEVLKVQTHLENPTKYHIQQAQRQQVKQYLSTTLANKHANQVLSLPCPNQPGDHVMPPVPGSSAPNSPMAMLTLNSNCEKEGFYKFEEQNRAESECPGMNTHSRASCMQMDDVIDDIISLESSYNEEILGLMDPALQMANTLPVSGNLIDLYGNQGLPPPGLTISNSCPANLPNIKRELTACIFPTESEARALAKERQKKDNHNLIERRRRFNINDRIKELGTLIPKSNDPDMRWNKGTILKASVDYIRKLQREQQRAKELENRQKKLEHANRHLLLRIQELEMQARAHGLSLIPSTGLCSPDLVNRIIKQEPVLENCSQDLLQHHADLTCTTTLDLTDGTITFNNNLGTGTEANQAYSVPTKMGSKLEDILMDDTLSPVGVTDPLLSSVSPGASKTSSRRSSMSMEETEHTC
TEAD-YAP block – TEAD-YAP interaction inhibition | 1.4% of 640,000 active | HEK-TIYL cells, TEAD-Gal4/YAP UAS-luciferase luminescence | inhibition, % at 9.12 µM | AID 1259422; in the data active means inhibition above about 32%;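 further: 0% = median of test compound wells and 100% = reference inhibitor wells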
Starred values were filed as active, the others as inactive.

SMILES | FBW7 activator | GPR151 ag | MITF primary | TEAD-YAP block
COc1ccc(C2C([N+](=O)[O-])=C(N)Oc3cc(C)oc(=O)c32)cc1OC (centres undefined) | 0.3 | 0.3 | 21 | 4
CCOC(=O)C1CCN(C(=O)CSCc2c(Cl)cccc2Cl)CC1 | 0.1 | -1.4 | 2 | 3
CC1CCc2cc(F)ccc2N1C(=O)CCS(=O)(=O)c1cccc2nonc12 (centres undefined) | 0.0 | -1.6 | 20 | 1
O=C(COc1ccc(S(=O)(=O)NC2CCCCC2)cc1Cl)NCc1ccco1 | 0.3 | -0.9 | 8 | -3
Cc1ccc2sc(-c3ccc(N4C(=O)C5C6CCC(C6)C5C4=O)cc3)nc2c1 (centres undefined) | 0.0 | 1.1 | 1 | -6
COc1ccccc1Cc1noc(COc2ccc3ccccc3c2)n1 | 0.1 | 0.3 | -4 | -3
CCOC(=O)c1nn(-c2ccc(C(F)(F)F)cc2)c(=O)c2c(NC(C)=O)scc12 | 0.1 | 0.4 | 7 | -3
CCOC(=O)c1c(C)nc(C)c(C(=O)OCC)c1-c1ccc(OC)cc1 | 0.0 | 1.7 | -1 | 10
O=C(c1ccc(CNc2c(N3CCCC3)c(=O)c2=O)cc1)N1CCN(c2ccccc2)CC1 | -0.1 | 1.3 | -3 | -3
c1nnc2c3c4c(sc3n3cnnc3n12)CCCCC4 | 0.1 | -0.3 | 24 | 2
Cc1ccc(C(=O)Nc2ccc3oc(-c4ccc(Cl)cc4)nc3c2)cc1[N+](=O)[O-] | 0.1 | -0.5 | 6 | -12
CC1(C)CC(=O)C2=C(C1)N(c1ccc(Br)cc1F)C(N)=C(C#N)C2c1ccc(Cl)cc1Cl (centres undefined) | 0.1 | 0.6 | 5 | 2
C=CCNC(=O)CN(c1cc(C(F)(F)F)ccc1Cl)S(=O)(=O)c1ccccc1 | -0.1 | -0.2 | 3 | -15
O=C(NNC(=O)C1CCCCC1)c1ccc(Br)cc1 | 0.0 | -0.5 | 17 | -24
O=C(/C=C/c1cccs1)c1ccc([N+](=O)[O-])cc1 | -0.2 | 0.6 | -1 | 0
Nc1cc(OC(=O)c2cccc3ccccc23)nn1S(=O)(=O)c1ccccc1 | 0.1 | 0.3 | -4 | -3
O=C1CCC([N+](=O)[O-])C(c2cccs2)N1 (centres undefined) | -0.2 | 0.0 | -5 | 4
O=C1CC(NCc2ccc3c(c2)OCO3)C(=O)N1CCc1ccccc1 (centres undefined) | 0.0 | -1.0 | 24 | 5
Cc1cccc(C(=O)N/C(=C\c2ccc([N+](=O)[O-])cc2)C(=O)Nc2ccccc2Cl)c1 | 0.0 | -0.5 | -4 | -6
Cc1nc(-c2cccc(NC(=O)C(C)(C)C)c2)cs1 | -0.1 | 0.4 | 4 | -13
Cc1cc(C)c(S(=O)(=O)NCCc2csc(-c3cccnc3)n2)c(C)c1 | 0.0 | 3.0 | 20 | -7
CSc1ccccc1NC(=O)c1cc2n(n1)C(C(F)(F)F)CC(c1ccccc1)N2 (centres undefined) | -0.2 | 2.2 | -4 | -8
CC1=C(C(=O)OCCOC(C)C)C(c2ccccc2C)CC(=O)N1 (centres undefined) | 0.2 | -0.6 | 7 | 10
CN(c1ccc(F)cc1)S(=O)(=O)c1ccc(Cl)c(C(=O)OCC(=O)NC2CC2)c1 | 0.3 | -1.1 | 4 | 2
COCCN(Cc1cc2cc(C)cc(C)c2[nH]c1=O)C(=O)c1ccco1 | 0.2 | 1.1 | 12 | 6
Next section
SMILES | FBW7 activator | GPR151 ag | MITF primary | TEAD-YAP block
CC(C)COc1ccc(C(=O)NCc2ccco2)cc1 | -0.2 | 0.7 | 10 | -3
COC(=O)COc1ccc2c(=O)c(-c3ccc(Cl)cc3)c(C(F)(F)F)oc2c1 | 0.0 | -0.9 | 10 | 2
CCOC(=O)c1sc(NC(=O)c2ccc(S(=O)(=O)N3CC(C)CC(C)C3)cc2)c(C(=O)OCC)c1C (centres undefined) | -0.1 | -0.3 | 4 | 3
CCOc1ccc(/C(O)=C2\C(=O)C(=O)N(c3nccs3)C2c2ccc(Cl)cc2)cc1 (centres undefined) | -0.1 | 1.9 | -6 | 8
Cc1cc(C)cc(N(CC(=O)NC2CCCC2)C(=O)CN2C(=O)COc3ccccc32)c1 | 0.4 | 1.1 | 15 | -1
O=C(c1ccc(NC(=S)Nc2ccc(F)cc2F)cc1)N1CCOCC1 | 0.1 | 0.1 | -4 | 10
COc1ccccc1Cc1nc2ccccc2nc1SCC(=O)Nc1ccc(C)c(Cl)c1 | 0.1 | 1.8 | 3 | -4
COc1ccc(C(=O)NC2CCN(CC(=O)Nc3ccccc3F)CC2)cc1OC | 0.0 | 0.3 | 7 | 11
Cc1nnc(C)c2c(C)[nH]c(C)c12 | -0.1 | 1.5 | -3 | 2
COc1ccc(Cn2nnnc2C(C(C)C)N2CCC(C(N)=O)CC2)cc1 (centres undefined) | -0.1 | 2.3 | -4 | -2
O=c1oc(-c2cccs2)nc2ccccc12 | -0.1 | -1.9 | -4 | -4
CCN(CC)C(=O)c1sc(N)c(C(=O)OC)c1C | -0.1 | -1.3 | 11 | -4
COc1cccc(NC(=O)CN(C)C(C)C(=O)N2CCCCC2)c1 (centres undefined) | -0.2 | -0.2 | 49 | 12
COC(=O)Nc1ccc(S(=O)(=O)N2CCCC(C(F)(F)F)C2)cc1 (centres undefined) | -0.3 | 2.0 | 10 | 6
O=c1[nH]c(O)c(C=Nc2cccc3ccccc23)c(=O)[nH]1 | -0.6 | 0.1 | 10 | 7
COc1ccc(-n2nc3c(c2NC(=O)/C=C\c2ccco2)CSC3)cc1 | 0.0 | 1.7 | -1 | -5
COc1ccc(NC(=O)NCC2CCCC(CNC(=O)Nc3ccc(OC)cc3)C2)cc1 (centres undefined) | 1.1 | 1.3 | 7 | 8
COc1ccc2c(CNCc3cccs3)c(C(=O)O)n(Cc3ccccc3F)c2c1 | 0.0 | -0.1 | 0 | -7
COc1ccc(NC2=C(Cl)C(=O)N(c3ccccc3)C2=O)c(OC)c1 | -0.1 | -0.2 | 8 | -7
O=[N+]([O-])c1cccc(/C=N/n2c(-c3cccnc3)n[nH]c2=S)c1 | 0.1 | -0.4 | 17 | 1
CC(CCc1ccccc1)NC(=O)CCCCn1c(=O)[nH]c2ccsc2c1=O (centres undefined) | -0.1 | 0.4 | 6 | 8
O=C(O)CN(CC(=O)Nc1ccc2c(c1)OCCCO2)Cc1ccccc1 | 0.3 | 9.1* | 16 | 1
Cc1cc(C(C)(C)C)ccc1OCCOCCN1CCN(C)CC1 | -0.1 | 0.1 | 49 | -5
CC(=O)O[C@@H]1CC2C(C)(C)C(=O)CC[C@]2(C)C2CC[C@@]3(C)[C@H](c4ccoc4)OC(=O)C4OC43[C@@]21C (some centres undefined) | 0.1 | 0.6 | 16 | -11
COc1cccc(OCCn2ccnc2)c1 | 0.9 | 1.2 | 12 | -6

Among those listed so far, twelve have an aryl methoxy group:
SMILES | FBW7 activator | GPR151 ag | MITF primary | TEAD-YAP block
COc1ccc(C2C([N+](=O)[O-])=C(N)Oc3cc(C)oc(=O)c32)cc1OC (centres undefined) | 0.3 | 0.3 | 21 | 4
COc1ccccc1Cc1noc(COc2ccc3ccccc3c2)n1 | 0.1 | 0.3 | -4 | -3
CCOC(=O)c1c(C)nc(C)c(C(=O)OCC)c1-c1ccc(OC)cc1 | 0.0 | 1.7 | -1 | 10
COc1ccccc1Cc1nc2ccccc2nc1SCC(=O)Nc1ccc(C)c(Cl)c1 | 0.1 | 1.8 | 3 | -4
COc1ccc(C(=O)NC2CCN(CC(=O)Nc3ccccc3F)CC2)cc1OC | 0.0 | 0.3 | 7 | 11
COc1ccc(Cn2nnnc2C(C(C)C)N2CCC(C(N)=O)CC2)cc1 (centres undefined) | -0.1 | 2.3 | -4 | -2
COc1cccc(NC(=O)CN(C)C(C)C(=O)N2CCCCC2)c1 (centres undefined) | -0.2 | -0.2 | 49 | 12
COc1ccc(-n2nc3c(c2NC(=O)/C=C\c2ccco2)CSC3)cc1 | 0.0 | 1.7 | -1 | -5
COc1ccc(NC(=O)NCC2CCCC(CNC(=O)Nc3ccc(OC)cc3)C2)cc1 (centres undefined) | 1.1 | 1.3 | 7 | 8
COc1ccc2c(CNCc3cccs3)c(C(=O)O)n(Cc3ccccc3F)c2c1 | 0.0 | -0.1 | 0 | -7
COc1ccc(NC2=C(Cl)C(=O)N(c3ccccc3)C2=O)c(OC)c1 | -0.1 | -0.2 | 8 | -7
COc1cccc(OCCn2ccnc2)c1 | 0.9 | 1.2 | 12 | -6

New compounds follow.
SMILES | FBW7 activator | GPR151 ag | MITF primary | TEAD-YAP block
Cc1nn(C)cc1-c1nc2cnccn2c1NC1CCCC1 | 0.6 | -0.2 | 5 | -12
CCOC(=O)c1cnn2c(C(F)F)cc(-c3ccc(C)cc3)nc12 | 1.0 | -0.8 | 8 | -11
CCn1c(=S)[nH]c2scc(-c3ccc(C)cc3)c2c1=O | -0.3 | 0.5 | -16 | -20
OCC(O)CN=Cc1c(O)[nH]c2ccccc12 (centres undefined) | -0.1 | -0.4 | -9 | -4
CCOC(=O)C1=C(C)NC(=O)NC1c1ccc(-c2cc(Cl)cc(Cl)c2)o1 (centres undefined) | 0.5 | -0.1 | 4 | -17
Cc1cc([N+](=O)[O-])cc([N+](=O)[O-])c1NC1CCCCC1 | -0.2 | 3.7 | 6 | 4
CCc1cccc(CC)c1NC(=O)CCS(=O)(=O)c1ccc(Cl)cc1 | 0.1 | -2.3 | 8 | 17
CCc1ccc(C2NC(=O)NC3=C2C(=O)CCC3)cc1 (centres undefined) | 0.0 | -0.7 | 0 | -8
CCOC(=O)C(C)(C)N(Cc1ccccc1Cl)S(=O)(=O)c1ccc(Br)cc1 | 0.1 | -1.1 | -2 | -14
CC(C(=O)Oc1ccc(C#N)cc1)N1C(=O)c2ccccc2C1=O (centres undefined) | 0.0 | -2.3 | -1 | -3
CCCC1(NC(=O)c2ccccc2)CCCC1 | 0.0 | 1.4 | 8 | 16
O=C(O)c1ccc(Cn2cccc2)cc1 | 0.6 | -0.4 | 18 | 2
COc1cccc(Nc2nc(-c3ccc(C)cc3)cs2)c1 | 0.4 | 0.5 | 14 | -36
CC(=O)NC(c1ccc(C(C)C)cc1)c1cc(Cl)c2cccnc2c1O (centres undefined) | 0.0 | -1.7 | 11 | 38*
Cc1cc(Br)c2c(c1)c(N=O)c(O)n2C | 0.0 | 0.1 | 12 | -1
O=C1C(=O)N(C2CCCCC2)C(=O)N1C1CCCCC1 | 0.9 | -0.3 | 20 | -3
CN1CCN(Cc2cn(C)nc2-c2ccccc2)CC1CCO (centres undefined) | -0.1 | 0.2 | 9 | 3
O=C(Nc1ccc(F)c(Cl)c1)/C(=C\c1ccc2c(c1)OCO2)NC(=O)c1ccccc1Br | 0.0 | 1.1 | 0 | 2
CCN1CCN(c2oc(COc3ccccc3C)nc2C#N)CC1 | 0.0 | 2.0 | 10 | 0
O=C(Cc1c(F)cccc1Cl)Nc1ccon1 | -0.1 | -0.6 | -15 | 4
O=C(NCCc1c[nH]c2ccccc12)c1ccc2c(=O)n(Cc3ccc(Cl)cc3)c(=S)[nH]c2c1 | 0.1 | 0.3 | -9 | 9
O=c1c(/C=N/Nc2ccc([N+](=O)[O-])cc2)coc2ccccc12 | -0.2 | 0.4 | 14 | 5
CC1(C)Oc2ccc(C(=O)NC3CC3)cc2N(CC(=O)N2CCOCC2)C1=O | 0.1 | 1.1 | 8 | 2
CC(C)(C)c1ccc(CSc2nc3ccc(NC(=O)c4ccc(C(C)(C)C)cc4)cc3s2)cc1 | 0.6 | 1.5 | 20 | -5
Cc1cccc(CN2CCc3nnc(CCNC(=O)Cc4ccc(F)cc4)n3CC2)c1 | 0.2 | 0.3 | -10 | -5
(more compounds)
SMILES | FBW7 activator | GPR151 ag | MITF primary | TEAD-YAP block
CC(C)(C)C1(C)OC(=O)C(=Cc2ccc(O)cc2)C(=O)O1 (centres undefined) | 0.1 | 0.0 | 15 | 9
COc1cc(NS(=O)(=O)c2ccc(NC(=O)Nc3ccc(F)cc3F)cc2)ncn1 | 0.0 | -1.5 | 3 | -2
O=C(O)CCN1C(=O)C(=O)/C(=C(\O)c2ccc(Cl)cc2)C1c1cccc([N+](=O)[O-])c1 (centres undefined) | 0.0 | -1.1 | 0 | -5
CSc1nnc(-c2ccccc2O)n1C | 0.0 | 0.6 | -8 | -61
O=C(NCCC1=CCCCC1)c1ccc(I)cc1 | 0.3 | 0.7 | -2 | 7
O=C(Nn1c(SCc2c(F)cccc2Cl)nc2ccsc2c1=O)c1cccc(Br)c1 | 0.0 | 1.8 | 3 | -4
O=C1OC(c2cccc(Cl)c2)=N/C1=C\c1ccc2ccccc2c1 | -0.1 | -0.9 | -4 | -20
O=C(O)Cn1cc(C(=O)C2CC2)c2ccccc21 | 0.0 | -1.1 | 3 | -3
CC(=O)C(CC(=O)O)C1=C(O)CC(C)(C)CC1=O (centres undefined) | 0.1 | -2.2 | 11 | 5
C#CCSc1ncnc2c1cnn2-c1ccc(F)cc1 | 0.2 | 0.6 | -3 | -27
CN(C)S(=O)(=O)c1ccc(COc2ccccc2C(=O)NCCC2=CCCCC2)o1 | 0.2 | -0.3 | 10 | -3

Compound profiles (already shown):
`O=C(O)Cn1cc(C(=O)C2CC2)c2ccccc21` across the screens: FBW7 activator = 0.0; GPR151 ag = -1.1; MITF primary = 3; TEAD-YAP block = -3
`O=C1OC(c2cccc(Cl)c2)=N/C1=C\c1ccc2ccccc2c1` across the screens: FBW7 activator = -0.1; GPR151 ag = -0.9; MITF primary = -4; TEAD-YAP block = -20
